SRC1 TRFRET art = counter-screen for PPARgamma SRC-1 recruitment agonists: TR-FRET artefact; TR-FRET ratio at 8 µM; 0.34% of 99,000 active; TR-FRET detection artefact counter-screen, emission ratio; hits give high values; in the data active = TR-FRET ratio above about 2300; note: inactives centre near 1800; reference of the scale not given here
SRC3 TRFRET art = counter-screen for PPARgamma SRC-3 recruitment agonists: TR-FRET artefact; PPARgamma/SRC-3 format; hits give high values; 0.39% of 99,000 active; TR-FRET ratio at 8 µM; AID 1048; in the data active = TR-FRET ratio above about 2000; note: inactives centre near 1600; reference of the scale not given here
The depositor's hits bear a star; i = inactive. These rows are one share of the data; rates above refer to the full screens.

canonical_smiles	SRC1 TRFRET art	SRC3 TRFRET art
Cc1cc(Cl)ccc1NC(=S)N(CCCN1CCOCC1)Cc1cccs1	2011	1689
COC(=O)c1c(S(C)(=O)=O)nc(-c2ccccc2)[nH]c1=O	1730	1518
Cc1ccnc(NC(=O)Cc2ccc([N+](=O)[O-])cc2)c1	1738	1515
COCC(=O)Nc1ccc(OC)c(Cl)c1	2068	1377
CC(=O)c1ccc(NC(=O)CSc2nnc(Cn3cnc4ccccc43)o2)cc1	1912	1680
OC(CNC1CCCC1)COc1ccc(-c2ccccc2)cc1 (centres undefined)	1757	1511
COc1ccc(C)cc1NC(=O)c1cc2c(s1)CCC2	1983	1753
CSc1ncccc1C(=O)OCC(=O)c1cccs1	1616	1385
CC(C)Cn1c(N)c(C(=O)COC(=O)c2ccc(Cl)cc2)c(=O)n(C)c1=O	1749	1255
CCCCOC(=O)c1ccc(NC(c2ccc(C)cc2)P(=O)(OC)OC)cc1 (centres undefined)	1688	1652
CN(C1=NC(=O)C(CC(=O)O)S1)c1ccc(O)cc1 (centres undefined)	1839	1665
CC(=O)Nc1ccc(C(C#N)c2ccccc2)cc1 (centres undefined)	1828	1610
CCSC1=NN2CCS(=O)(=O)N=C2S1	1625	1612
O=C(COC(=O)Cc1n[nH]c(=O)c2ccccc12)Nc1ccc(Cl)cc1F	1875	1372
CSc1cccc(NC(=S)N(CCCN2CCCC2)Cc2cccs2)c1	1709	1617

Further results follow.
canonical_smiles	SRC1 TRFRET art	SRC3 TRFRET art
COc1cc(/C=C(\NC(C)=O)C(=O)Nc2ccc(NC(C)=O)cc2)ccc1OC(C)=O	1844	1761
CC(C)CCNC(=O)c1ccc2c(SCC(=O)O)c3c(nc2c1)CCCC3	1464	1676
O=C(CSc1nc2ccc(Nc3nc(N4CCOCC4)nc(N4CCOCC4)n3)cc2s1)NCc1ccco1	2140	1673
Cc1ccc(C(=O)OCC(=O)NC2CCCCC2)s1	1838	1472
O=C(CN1CCN(c2ccc(Cl)cc2)CC1)NCc1ccccc1	1676	1576
Cc1ccc(/C=N/N=C/c2ccc(C)cc2)cc1	1444	1395
Cc1ccc(-c2nsc(SCC(=O)Nc3ccc4c(c3)OCO4)n2)cc1	1639	1462
CCOc1ccc(-n2c(=O)c3c(C)c(C(=O)N(C)C)sc3n(CC(=O)Nc3ccccc3F)c2=O)cc1	1647	1706
CCOc1cc(NC(=S)NCC2CCCO2)c(OCC)cc1NC(=O)c1cccc(F)c1 (centres undefined)	1767	1449
NS(=O)(=O)c1cccc(NC(=O)COC(=O)CC2CC3CCC2C3)c1 (centres undefined)	1814	1455
O=C(CCN1C(=O)c2ccccc2C1=O)N1CCN(c2ccccc2)CC1	1621	1694
COc1ccc(OC)c(NC(=S)N2CCC(C(O)(c3ccccc3)c3ccccc3)CC2)c1	1625	1392
Nn1c(Cc2ccccc2F)nnc1SCCOc1ccc(Cl)cc1	1822	1589
COc1ccc(CNc2ccc(Br)cc2)cc1	2152	1475
CC(C)(C)c1ccccc1NC(=O)Cn1c(=O)cnc2ccccc21	1796	1657

The list goes on.
canonical_smiles	SRC1 TRFRET art	SRC3 TRFRET art
CSc1nc(N)c2c(C)c(C)sc2n1	1730	1821
O=C(Nc1cc(S(=O)(=O)N2CCOCC2)ccc1N1CCOCC1)C1CCCO1 (centres undefined)	1623	1389
Cc1c(C(=O)O)cccc1-n1c(C)cc(C=O)c1C	1817	1515
Cc1ccc(CSCC(=O)Nc2ccccc2F)cc1	1807	1501
COc1ccc(NC(=O)CCC(=O)N(Cc2ccc(OC)c(OC)c2)c2nccs2)c(OC)c1	1888	1652
CNC(=O)C1(C)C=CCN1C(=O)c1ccccc1 (centres undefined)	1682	1485
S=c1nc(-c2cccc(Cl)c2)[nH][nH]1	2102	2145*
Nc1nc(-c2ccco2)nn1C(=O)c1cccnc1	1745	1378
CCOC(=O)c1cnc2c(-c3cccc(Br)c3)cnn2c1C	2025	1535
O=c1[nH]n2c(C(F)(F)F)cc(C3CC3)nc2c1N=Nc1ccccc1	1722	1429
CN(C)CCNC(=S)Nc1ccccc1C(C)(C)C	1699	1559
CC(Cn1nnc2ccccc21)C(=O)O (centres undefined)	1521	1663
N#CCCN(C(=S)NC(=O)c1ccco1)c1ccccc1F	1458	1588
Cc1cc(-n2c(=O)c(C#N)cc3c(=O)n4ccccc4nc32)no1	1755	1663
COc1ccccc1N(C)S(=O)(=O)c1ccc(C(=O)Nc2ccc(N3CCOCC3)cc2)cc1	1752	1668

Going on with the list.
canonical_smiles	SRC1 TRFRET art	SRC3 TRFRET art
CCOC(=O)c1ccc(NC(=S)NCCCN2CCOCC2)cc1	1695	1658
CN(C)S(=O)(=O)c1cc(NC(=O)Cn2ccsc2=N)ccc1Cl	1843	1612
Cc1ccc(N/N=C(/Sc2nnnn2-c2ccccc2)C(=O)c2ccccc2)cc1	1671	1459
Cc1cc(OC(=O)c2ccc3ccccc3c2)c([N+](=O)[O-])c(=O)[nH]1	1701	1489
COc1ccc(Cn2cccc(NC(=O)Nc3ccc(F)cc3)c2=O)cc1	1867	1466
COCCNC(=O)/C(C#N)=C/c1cc(Br)c(O)c(OC)c1	1823	1619
O=[N+]([O-])c1ccc(N2CCN(c3ccccc3F)CC2)c(S(=O)(=O)N2CCOCC2)c1	1819	1526
CN1CCN(C(=O)C2CCC(C)(C(=O)O)C2(C)C)CC1 (centres undefined)	1646	1406
Cc1nn(-c2ccccc2)c(N2CCCC2)c1/C=N/NC(=O)c1ccccc1O	1915	1853
CC(C)c1ccc(C2CC(c3ccc(Br)cc3)=NN2C(N)=S)cc1 (centres undefined)	2207	1878
OCCC1CN(CCCn2cccn2)CCN1C1CCCCC1 (centres undefined)	1615	1814
N#C/C(=C\c1cccc([N+](=O)[O-])c1)C(=O)NCC1CCCO1 (centres undefined)	1604	1442
CC(CNC(=O)COc1ccccc1)OC(=O)Nc1ccc(Cl)c(Cl)c1 (centres undefined)	1825	1660
COCCN1C(=O)N[C@@H](c2cccs2)C(C(=O)OC)=C1C	1481	1462
Cc1cccc(OCCNc2ccc(C(F)(F)F)cc2[N+](=O)[O-])c1	1849	1382

Three of the compounds above, field by field:
COC(=O)c1c(S(C)(=O)=O)nc(-c2ccccc2)[nH]c1=O
  SRC1 TRFRET art = 1730
  SRC3 TRFRET art = 1518
Cc1ccnc(NC(=O)Cc2ccc([N+](=O)[O-])cc2)c1
  SRC1 TRFRET art = 1738
  SRC3 TRFRET art = 1515
COCC(=O)Nc1ccc(OC)c(Cl)c1
  SRC1 TRFRET art = 2068
  SRC3 TRFRET art = 1377

The listing continues.
canonical_smiles	SRC1 TRFRET art	SRC3 TRFRET art
Cc1nonc1C1CCCN1Cc1cn[nH]c1-c1ccc(-c2ccccc2)cc1 (centres undefined)	2033	1461
O=C(CCCn1c(SCc2ccccc2F)nc2ccccc2c1=O)NCC1CCCO1 (centres undefined)	1655	1396
O=C(Cn1nc(-c2ccc3c(c2)OCCO3)ccc1=O)Nc1ccc(-n2cnnn2)cc1	2020	1477
COc1cc(/C=N/NC(=O)C2C3CCCCC32C)cc(Br)c1O (centres undefined)	1873	1596
COCCCN1C(=O)/C(=C/c2ccc(CNS(=O)(=O)c3ccccc3)o2)C(C(=O)OC)=C1C	2101	1687
CN(C)CCCNC(=O)/C(=C\c1ccc(-c2ccc(Br)cc2)o1)NC(=O)c1ccccc1	1817	1659
Cc1cccc(OCc2nnc(SCn3nnc4ccccc4c3=O)o2)c1	2147	1535
CCc1cc2c(=O)c(-c3cscn3)coc2cc1O	1720	1434
Cc1sc2c(c1C)c(=O)n(-c1ccccc1)c(=O)n2CC(=O)NCC1CCCO1 (centres undefined)	1962	1629
O=C(NC(Nc1nc2ccc([N+](=O)[O-])cc2s1)(C(F)(F)F)C(F)(F)F)c1cccnc1	1972	1778
CN(C)C(=O)c1nc2ccc(Cl)cn2c1CNCc1ccccc1OC(F)(F)F	1659	1585
COc1cccc(/C=C/C(=O)OCC(=O)NCC2CCCO2)c1OC (centres undefined)	1978	1594
Cc1cccc(NC(=S)N2CCOCC2)c1C	1826	1731
CCOC(=O)c1ccc(NC(=S)N2CCSC2c2ccc(Cl)cc2)cc1 (centres undefined)	1961	1829
CC1Oc2ccccc2N(CC(=O)NCc2cccs2)C1=O (centres undefined)	1542	1570

Next results
canonical_smiles	SRC1 TRFRET art	SRC3 TRFRET art
Cc1ccc(C)c(N2C(=O)c3cc(N4CCOCC4)c([N+](=O)[O-])cc3C2=O)c1	1669	1507
CCOc1ncccc1C(=O)OCC(=O)c1c(N)n(C)c(=O)n(C)c1=O	1802	1450
O=C(NNc1ccccc1[N+](=O)[O-])Nc1ccc(Cl)c(Cl)c1	1855	1337
COCCCNC(=O)CSc1ccsc1[N+](=O)[O-]	1723	1457
CCC(=O)Nc1c(S(=O)(=O)c2ccc(C)cc2)c2nc3ccccc3nc2n1C(C)c1ccccc1 (centres undefined)	1835	1629
CCOC(=O)c1ccc(NC(=O)c2cccc(C)c2[N+](=O)[O-])cc1	1963	1604
Cc1cccc(N2CCN(Cc3cnc(Cl)s3)CC2C)c1 (centres undefined)	1630	1443
FC(c1nc2ccccc2[nH]1)C(F)(F)F (centres undefined)	1992	1697
O=C(O)c1ccccc1Sc1c([N+](=O)[O-])cc(C(F)(F)F)cc1[N+](=O)[O-]	1512	1501
CNCCCC12CCC(c3ccccc31)c1ccccc12	i	i
O=C(NC1CCCc2ccccc21)C1CCN(S(=O)(=O)c2ccccc2F)CC1 (centres undefined)	1889	1748
CCCCc1ccc(N=N/C(C(=O)Nc2ccccc2OC)=C(/C)O)cc1	1611	1613
O=C(O)C1CCN(c2ccccc2[N+](=O)[O-])CC1	1696	1564
CCn1cc(C(=O)O)c(=O)c2cc(F)c(N3CCN(C(=S)NC(=O)c4ccc(Br)cc4)CC3)cc21	1813	1406
NN1C(=O)c2cccc3c(C(=O)O)ccc(c23)C1=O	1860	1407

(list continues)
canonical_smiles	SRC1 TRFRET art	SRC3 TRFRET art
Cc1ccc2c(C)c(C(=O)Nc3c(C)n(C)n(-c4ccccc4)c3=O)oc2c1	1981	1606
Cc1ccc(CN2CCS(=O)(=O)CC2)o1	1958	1487
CCO/N=C/C1=C(O)C(C(=O)OC)C(C)(C)CC1=O (centres undefined)	1725	1612
Cc1cccc(CN2CCN(Cc3nc4c(s3)CCCC4)CC2CCO)n1 (centres undefined)	1696	1515
OC(CNCCc1ccc(Cl)cc1)COc1ccc2ccccc2c1 (centres undefined)	1899	1537
O=C(CC(c1ccccc1)c1ccco1)Nc1nccs1 (centres undefined)	1722	1569
CC(=O)N1CCN(c2ccc(NC(=O)/C=C/c3ccccc3)cc2)CC1	2020	1652
O=C(Cc1csc(NC(=O)c2ccc(F)cc2)n1)NO	1895	1395
Cc1ccc(S(=O)(=O)NNC(=O)C2COc3ccccc3O2)cc1C (centres undefined)	1689	1500
O=C(COC(=O)c1cccc(C(=O)OCC(=O)NC2CC2)n1)NC1CC1	1684	1493
CCOc1ncccc1C(=O)NCc1ccccc1Cl	1639	1319
COc1ccnc(-n2cccc2C=O)c1C#N	1946	1653
COc1ccc(C(=O)NN/C(C)=C/C(=O)C(F)(F)C(F)(F)C(F)(F)F)cc1	1897	1596
C/C(O)=C/c1nc2ccccc2[nH]c1=O	1803	1291
Cc1sc(NC(=O)CN(Cc2ccccc2)C(=O)C(C)C)c(C(N)=O)c1C	1850	1552

More records follow:
canonical_smiles	SRC1 TRFRET art	SRC3 TRFRET art
Cc1cc(C(=O)CCl)c(C)n1CC1COc2ccccc2O1 (centres undefined)	1869	1672
C/C(=N\O)c1sc(-c2ccccc2)nc1C	1898	1542
COc1ccc(N2C(=O)CC(Sc3nc4ccccc4s3)C2=O)cc1 (centres undefined)	1694	1717
CC(C)(C)NC(=O)/C(=C\C=C\c1ccccc1)NC(=O)c1ccc([N+](=O)[O-])cc1	1985	1465
CCOC(=O)c1c(NC(=O)C2=C(C)NC(=S)NC2c2ccccc2C(F)(F)F)sc(C)c1C (centres undefined)	1752	1566
COCc1nnc(NC(=O)c2ccc(S(=O)(=O)N(CC(C)C)CC(C)C)cc2)o1	1772	1492
Cn1ccc(C(=O)Nc2ccc(Br)cc2Br)n1	1791	1522
Cc1cc([N+](=O)[O-])nn1CC(=O)Nc1cccc2nonc12	1550	1624
N#CCCCN1C(=O)C(=C(C#N)C#N)c2ccccc21	2068	1924
CC(C)(C)NC(=O)C(=O)NN=C1CCCCCCCCCCC1	1884	1512
Cc1cc(=O)[nH]c(NN=C(CC(C)C)CC(C)C)n1	1557	1443
COc1ccc(/C=C(\NC(=O)c2ccccc2)C(=O)N/N=C/c2sccc2C)cc1	2078	1806
CSCCC1NC(=O)N(CC(=O)Nc2c(C(C)C)cccc2C(C)C)C1=O (centres undefined)	1784	1530
O=C(NCCO)Nc1ccc2nsnc2c1	1546	1422
CCOC(=O)c1sc2ccccc2c1OC(=O)c1ccccc1OC	1586	1422
COc1ccc(C(=O)OCC(=O)NCC2CCCO2)cc1S(=O)(=O)N1CCCc2ccccc21 (centres undefined)	1700	1518
Clc1ccc(N2CCOCC2)nn1	1673	1547

No new results follow: four of the compounds above.
canonical_smiles	SRC1 TRFRET art	SRC3 TRFRET art
O=C(NCCO)Nc1ccc2nsnc2c1	1546	1422
CCOC(=O)c1sc2ccccc2c1OC(=O)c1ccccc1OC	1586	1422
COc1ccc(C(=O)OCC(=O)NCC2CCCO2)cc1S(=O)(=O)N1CCCc2ccccc21 (centres undefined)	1700	1518
Clc1ccc(N2CCOCC2)nn1	1673	1547

From PubChem
